High-throughput results from PubChem.
TbPYK inhibitor = qHTS of Trypanosoma Brucei Inhibitors | TbPYK enzyme, Kinase-Glo Plus ATP luminescence, 45 min | Potency, µM (top dose mostly 76.8 µM), inactives show top-dose activity, negative = inhibition, hits mostly inhibitors | 410,000 tested, 0.12% active; further: potency means the concentration at half of the fitted maximal effect; on the % scale 0 is the no-effect control and ±100 the full control effect; nearly all actives have a fitted effect of over 50% in size
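Screened from lowest to highest concentration, compounds were pinned into TbPYK/substrate mixtures, and ADP (130 uM final) was added. Plates sat at room temperature for 45 min prior to Kinase-Glo Plus detection by luminescence.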
CHX counter = Cycloheximide Counterscreen for Small Molecule Inhibitors of Shiga Toxin; cell reporter, cycloheximide protein synthesis inhibition counterscreen; max response, %; 300,000 tested, 12% active; in the data active means max response mostly above about 13%, no sharp cut-off; inactive means mostly below about 14%; further: read at 38.3 µM for the half of the compounds with a filed dose; 0% is about no effect
Pf growth 48h = Primary qHTS for delayed death inhibitors of the malarial parasite plastid, 48 hour incubation. P. falciparum luciferase growth in erythrocytes, 48 h. Potency, µM (doses to about 28.7 µM), without a hit: top-dose activity change, negative = inhibition, hits mostly inhibitors. 310,000 tested, 5.9% active. AID 504832, 2011; further: potency means the concentration at half of the fitted maximal effect; on the % scale 0 is the no-effect control and ±100 the full control effect
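Compounds are pin-transferred into medium, infected erythrocytes (2% hematocrit, 0.1% parasitemia final) are added, and plates sit one parasite generation at 37 C in 5% CO2. Detection reagent is then added and luminescence measured.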
Pf growth 96h = Primary qHTS for delayed death inhibitors of the malarial parasite plastid, 96 hour incubation. P. falciparum luciferase reporter growth, 96 h. Potency, µM (doses to about 28.7 µM), for inactives: top-dose activity change, negative = inhibition, actives largely listed as inhibitors. 320,000 tested, 6.9% active; further: potency means the concentration at half of the fitted maximal effect; on the % scale 0 is the no-effect control and ±100 the full control effect
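Two parasite generations (96 h, 37 C, 5% CO2) of compound exposure in infected erythrocytes (0.05% parasitemia, 2% hematocrit). Luciferase-reporter P. falciparum; decreased luminescence indicates inhibited growth, aimed at apicoplast-acting delayed death.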
AmpC no deterg = qHTS Inhibitors of AmpC Beta-Lactamase (assay without detergent). AID 485341, 2010. P00811. AmpC nitrocefin hydrolysis, absorbance 480 nm, 0.0001% Triton. 330,000 tested, 0.52% active. Potency, µM (doses to about 57.1 µM), for the others: top-dose activity change, negative = inhibition, most hits filed as inhibitors;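 further: potency means the concentration at half of the fitted maximal effect; plate controls were no compound for no effect and no enzyme for full effect; nearly all actives have a fitted effect of over 20% in size; some results filed as inactive show a strong effect at the top dose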
Target sequence (P00811 whole entry, looked up): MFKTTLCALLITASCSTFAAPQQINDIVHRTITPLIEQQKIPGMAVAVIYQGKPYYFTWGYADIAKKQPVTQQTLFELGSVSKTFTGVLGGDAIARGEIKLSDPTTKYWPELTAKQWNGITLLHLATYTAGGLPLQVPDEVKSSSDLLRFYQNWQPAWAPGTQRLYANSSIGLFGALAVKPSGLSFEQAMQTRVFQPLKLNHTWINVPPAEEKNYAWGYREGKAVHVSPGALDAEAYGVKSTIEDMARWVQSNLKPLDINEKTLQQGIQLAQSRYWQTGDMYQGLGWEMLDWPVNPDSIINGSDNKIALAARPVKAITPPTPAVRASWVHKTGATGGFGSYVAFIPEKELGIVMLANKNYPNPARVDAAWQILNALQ
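AmpC (5.3 nM in the dispensed reagent) in 20 mM phosphate pH 7.0 with 0.01% (detergent screen) or 0.0001% Triton X-100 was preincubated with compounds for 15 min at room temperature. Nitrocefin was then added from an 800 uM solution, and hydrolysis was followed at 480 nm.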
LmPK inhibitor = qHTS Assay for Inhibitors of Leishmania Mexicana Pyruvate Kinase (LmPK) | Q27686 | purified LmPK, Kinase-Glo ATP luminescence, 1 h | Potency, µM (highest dose often 57.5 µM), for inactives: at the highest dose activity change, negative = inhibition, most hits filed as inhibitors | 290,000 tested, 0.37% active; further: potency means the concentration at half of the fitted maximal effect; on the % scale 0 is the no-effect control and ±100 the full control effect
Target sequence (Q27686 whole entry, looked up): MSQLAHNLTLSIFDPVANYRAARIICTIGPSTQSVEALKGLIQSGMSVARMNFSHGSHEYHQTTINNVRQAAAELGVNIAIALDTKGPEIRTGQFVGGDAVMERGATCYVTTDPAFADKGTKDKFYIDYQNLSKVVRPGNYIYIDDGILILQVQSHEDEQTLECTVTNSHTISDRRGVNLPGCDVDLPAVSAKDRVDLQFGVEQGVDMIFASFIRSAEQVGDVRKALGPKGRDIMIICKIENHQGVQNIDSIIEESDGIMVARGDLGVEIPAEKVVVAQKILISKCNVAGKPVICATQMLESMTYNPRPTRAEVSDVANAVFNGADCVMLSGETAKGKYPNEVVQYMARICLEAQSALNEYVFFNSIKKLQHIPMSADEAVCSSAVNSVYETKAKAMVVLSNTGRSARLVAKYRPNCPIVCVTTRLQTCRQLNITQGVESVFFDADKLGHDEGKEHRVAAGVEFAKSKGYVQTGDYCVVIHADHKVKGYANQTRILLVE
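ATP generated from ADP (0.1 mM) and PEP (0.5 mM) by 0.1 nM LmPK over 1 h at room temperature (pH 7.2 imidazole buffer) was detected by coupled luciferase luminescence. Values were normalized to uninhibited and no-enzyme wells.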
Shiga toxin inh = A qHTS for Small Molecule Inhibitors of Shiga Toxin; Vero cells, Shiga toxin protein synthesis inhibition reporter; inhibition, % at 38.7 µM; 290,000 tested, 9.2% active; AID 2315, 2010; in the data active means inhibition mostly above about 28%, no sharp cut-off; inactive means mostly below about 43%; further: 0% is about no effect
An asterisk follows results filed as active; u = inconclusive; x = not tested or not shown; & = joins results of further samples; [ ] = remark or other dose. Unless noted, the call rests on the fitted dose curve; in most records, active means well fitted curve in the direction sought with a large enough effect; inconclusive means small, poorly fitted or top-dose-only effect, or another doubt; inactive means no such curve, though single readings can be large; an effect the other way counts as inactive or inconclusive.

Under each structure: TbPYK inhibitor | CHX counter | Pf growth 48h | Pf growth 96h | AmpC no deterg | LmPK inhibitor | Shiga toxin inh
> O=C(Nc1ccc2oc(-c3ccccc3)nc2c1)C1CCCO1 (stereo not drawn)
    -3% | 45* | 236%[activator] | 344%[activator] | -4% | -17% | 67*
> Cc1ccc(C)c(NC(=O)C2=CCN(S(=O)(=O)c3ccc(F)cc3)CC2)c1
    -3% | -5 | 12% | u | 3% | 3% | -3
> CCOc1ccc(CCNC(=O)COC(=O)COc2ccc(C(=O)CC)cc2)cc1OCC
    -9% | x | u | 5% | 26% | x | x
> CCCn1c(N)c(N(CCOC)C(=O)c2ccc(F)cc2F)c(=O)[nH]c1=O
    -2% | 14 | 24% | 23% | -11% | -2% | -14
> COc1cc(C(=O)OCC(=O)N2CCCCC2C)ccc1OCc1c(C)noc1C (stereo not drawn)
    3% | 9 | 9.3µM* | u | 91%[activator] | 1% | 42
> Cc1ccc(NC(=O)c2ccc(S(=O)(=O)N3CCCCCC3)cc2)nc1
    -1% | x | u | u | 22% | x | x
> O=C(Nc1ccccn1)c1csc2c1CCCC2
    0% | 49* | 58%[activator] | u | -23% | -11% | 84*
> Cc1cc(NC(=O)c2c(-c3c(F)cccc3Cl)noc2C)no1
    1% | 2 | u | -14% | -21% | -2% | 11
> CC(C)CC(C(=O)NC(C)(C)C)N(Cc1cccs1)C(=O)c1snc(C(N)=O)c1N (stereo not drawn)
    2% | 49* | -16% | 21% | 0% | 8% | 47*
> C=CCn1c(SCC)nc2sc3c(c2c1=O)CCc1ccccc1-3
    1% | 15 | u | u | -42% | -1% | -14

Later entries
Under each structure: TbPYK inhibitor | CHX counter | Pf growth 48h | Pf growth 96h | AmpC no deterg | LmPK inhibitor | Shiga toxin inh
> CC(NC(=O)/C(=C/c1cccc([N+](=O)[O-])c1)NC(=O)c1ccco1)C(=O)O (stereo not drawn)
    4% | 0 | 11% | u | -24% | 0% | -10
> COc1ccc(O)c(/C=N/NC(=O)c2c(C)nnn2-c2nonc2N)c1
    -4% | -4 | -2% | 2% | -14% | -1% | 26
> Cc1ccc(S(=O)(=O)N(C)C)cc1NC(=O)COC(=O)C1CCCC1
    3% | x | 13% | 22% | -16% | x | x
> NS(=O)(=O)c1cc(C(=O)OCC(=O)c2ccc3c(c2)OCCO3)ccc1Cl
    9% | 40* | -11% | -41% | -42% | 0% | 59*
> CC(=O)c1c(C)[nH]c(C(=O)NCCN2CCC(C)CC2)c1C
    2% | 1 | -5% | 12µM* | -12% | 6% | 5
> O=C(NCc1ccccn1)c1ccc(OC2CCN(Cc3ccc(CO)o3)CC2)cc1
    1% | -2 | 30% | -28% | -10% | -2% | -10
> CCc1ccc(OCc2ccc(C(=O)NCc3ccccn3)o2)cc1
    -7% | 32* | u | 10µM* | 30% | 2% | 19
> CC[N+]12CCC(CC1)C(=C(c1ccccc1)c1ccccc1)C2
    -8% | -2 | 27% | u | 35% | 0% | 2
> O=C(CC(C(=O)N1CCc2ccccc21)n1ccnc1)N1CCc2ccccc2C1 (stereo not drawn)
    -1% | -3 | 1% | -5% | 15% | 7% | 13
> COc1cc(C2CC(=O)Oc3c2c(=O)n(C)c2ccccc32)cc(OC)c1OC (stereo not drawn)
    -1% | -5 | 4% | u | -25% | -1% | 4

Next part:
Under each structure: TbPYK inhibitor | CHX counter | Pf growth 48h | Pf growth 96h | AmpC no deterg | LmPK inhibitor | Shiga toxin inh
> CC(=O)c1ccc(S(=O)(=O)N2CCC(c3nnc(SCCN4CCCC4)n3C)CC2)cc1
    2% | 7 | -14% | u | -3% | 1% | -14
> CC1CN(c2ccc([N+](=O)[O-])cc2Cl)CCN1 (stereo not drawn)
    0% | -2 | 3% | 17% | -26% | 3% | -4
> Cc1ccc(C2=NN(CC(=O)NCCN(CC(C)C)CC(C)C)C(=O)CC2)cc1
    4%&-9% | 14 | -46% | 2% | 38% | 4% | -17
> O=C(Nc1cccc(C(F)(F)F)c1)Nc1ccon1
    -1% | -3 | 10% | 3% | -40% | -6% | 14
> CN(C)/C=N/c1nc(-c2ccc3c(c2)OCO3)cs1
    1% | 53* | x | 404%[activator] | -20% | u | 178*
> Cc1ccccc1S(=O)(=O)N(CC(O)CN1CCCCC1)c1ccccc1 (stereo not drawn)
    -5% | -2 | u | -18% | -4% | 4% | -5
> CC1CCCCC1NC(=O)Cn1ncc2ccccc21 (stereo not drawn)
    -3% | -1 | 6% | 24% | 3.2µM* | 1% | 9
> Cc1ccnc2nc(C(=O)Nc3nc4ccccc4s3)nn12
    -1% | 45* | 83%[activator] | 139%[activator] | -1% | -16% | 62*
> Cc1ccccc1NC(=O)Cc1nc(COC(=O)c2ccc([N+](=O)[O-])cc2)cs1
    1% | x | 18% | 26% | -9% | x | x
> COc1ccccc1NC(=S)NCCc1ccc(S(N)(=O)=O)cc1
    -3% | -1 | 3% | 12% | -19% | -6% | -20

As a short view, part of the list above:
Under each structure: TbPYK inhibitor | CHX counter | Pf growth 48h | Pf growth 96h | AmpC no deterg | LmPK inhibitor | Shiga toxin inh
> Cc1ccc(C2=NN(CC(=O)NCCN(CC(C)C)CC(C)C)C(=O)CC2)cc1
    4%&-9% | 14 | -46% | 2% | 38% | 4% | -17
> O=C(Nc1cccc(C(F)(F)F)c1)Nc1ccon1
    -1% | -3 | 10% | 3% | -40% | -6% | 14
> CN(C)/C=N/c1nc(-c2ccc3c(c2)OCO3)cs1
    1% | 53* | x | 404%[activator] | -20% | u | 178*
> Cc1ccccc1S(=O)(=O)N(CC(O)CN1CCCCC1)c1ccccc1 (stereo not drawn)
    -5% | -2 | u | -18% | -4% | 4% | -5

Next part:
Under each structure: TbPYK inhibitor | CHX counter | Pf growth 48h | Pf growth 96h | AmpC no deterg | LmPK inhibitor | Shiga toxin inh
> COc1ccccc1C(=O)Nc1ccccc1N1CCN(C(=O)c2ccc(Cl)cc2)CC1
    -18% | 1 | 8.3µM* | u | 18% | 3% | -5
> O=C(Nc1cc(C(F)(F)F)ccc1Cl)C(Sc1n[nH]c(=O)[nH]c1=O)c1ccccc1 (stereo not drawn)
    -5% | -1 | 24% | 57%[activator] | -52% | 2% | -9
> O=C(N/C(=C/c1ccc(Br)cc1)c1nc2ccccc2[nH]1)c1ccco1
    -15% | 15* | -4% | -3% | -28% | -1% | 51*
> CCN(CC)S(=O)(=O)c1ccc(OC)c(NC(=O)OCc2ccccc2)c1
    -5% | -4 | 0% | -25% | -12% | -1% | -6
> CCCCCCn1c(N2CCCC2)nc2c1c(=O)[nH]c(=O)n2C
    4% | 4 | -22% | -30% | -2% | -4% | 14
> CCc1nnc(NCC(=O)N2CCc3ccccc32)s1
    -12% | 9 | -5% | x | -4% | 6% | 27
> Nc1nc(-c2cccc(NS(=O)(=O)c3ccccc3)c2)cs1
    0% | 4 | u | -9% | -9% | 5% | -2
> O=c1c2ccccc2nc(/C=C\c2ccccc2[N+](=O)[O-])n1-c1ccccc1O
    1% | 9 | 6.6µM* | u | -38% | -1% | 8
> CCNC(=O)c1ccccc1-c1nc(-c2ccccc2OC)no1
    -2% | -2 | 21% | 1% | -10% | 0% | 39
> CC1CCN(C(=O)c2cccc(NC(=O)c3cccs3)c2)CC1
    0% | 10 | 28% | 2% | -17% | 3% | -6

Going on with the list:
Under each structure: TbPYK inhibitor | CHX counter | Pf growth 48h | Pf growth 96h | AmpC no deterg | LmPK inhibitor | Shiga toxin inh
> CC1CCc2c(nc3ncnn3c2N2CCN(c3ccccc3F)CC2)C1 (stereo not drawn)
    3% | 0 | u | u | -9% | 0% | 21
> CCOc1ccc(S(=O)(=O)NCCC(=O)N2CCC(Cc3ccccc3)CC2)cc1
    0% | 1 | -12% | -14% | 66%[activator] | 0% | -17
> Cc1ccccc1OCC(=O)OCC(=O)NC1CCCCCC1
    -5% | x | 2% | 24% | 9% | x | x
> CCN(CC)CCN1C(=O)C(=O)/C(=C(/O)c2ccc(C)cc2)C1c1cccnc1 (stereo not drawn)
    2% | -2 | 120%[activator] | 64%[activator] | -13% | -1% | 4
> COc1cc(C(Nc2ccccn2)c2ccc3ccc(C)nc3c2O)cc(OC)c1O (stereo not drawn)
    33%[activator] | -2 | u | -9% | 50% | 13% | -10
> Fc1ccc(Cn2nnnc2CN2CCN(C3CCCCC3)CC2)cc1
    1% | -2 | 9% | 64%[activator] | 8% | -2% | -16
> CSc1cccc(NC(=O)CCNC(=O)c2ccco2)c1
    6% | 7 | 0% | -6% | -21% | -2% | -6
> CSCCC(NC(=O)c1ccco1)C(=O)NCC1CCCCC1 (stereo not drawn)
    -1% | x | u | -1% | -24% | x | x
> CCN(C(=O)COC(=O)CSc1ccccc1)c1c(N)n(Cc2ccccc2)c(=O)[nH]c1=O
    1% | x | 31% | 61%[activator] | -4% | x | x
> O=C(Nc1cccc2c1C(=O)NC2=O)c1cccnc1Cl
    -3% | 1 | -2% | 29% | -5% | -7% | -18

Next section
Under each structure: TbPYK inhibitor | CHX counter | Pf growth 48h | Pf growth 96h | AmpC no deterg | LmPK inhibitor | Shiga toxin inh
> COc1ccc(C(=O)CC(=O)C(=O)Nc2cccc(C(C)=O)c2)cc1
    0% | 17* | 0%[0.00184 µM] | 7% | -16% | 1% | 24
> COc1cccc(OC)c1NC(=O)Cn1nc(-c2ccc3c(c2)OCCO3)ccc1=O
    -3% | -5 | -11% | 46%[activator] | 25% | -3% | 27
> O=C(c1ccco1)N1CCN(S(=O)(=O)/C=C/c2ccccc2)CC1
    -8% | 2 | -8% | 9% | -6% | 3% | 22
> CC1CCCN(C2=C(NS(=O)(=O)c3ccc(Br)cc3)C(=O)c3ccccc3C2=O)C1 (stereo not drawn)
    -17% | 4 | u | 2% | -38% | -9% | 25
> CC(=O)Nc1ccc(NC(C)=O)s1
    -7% | 0 | 7% | x | -18% | 3% | -11
> Cc1cc(C)n(-c2ccc(C(=O)Nc3ccc4c(c3)OCO4)cc2)n1
    2% | 15 | x | -16% | -14% | 1% | 26

Compounds shown so far containing bromine:
Under each structure: TbPYK inhibitor | CHX counter | Pf growth 48h | Pf growth 96h | AmpC no deterg | LmPK inhibitor | Shiga toxin inh
> O=C(N/C(=C/c1ccc(Br)cc1)c1nc2ccccc2[nH]1)c1ccco1
    -15% | 15* | -4% | -3% | -28% | -1% | 51*
> CC1CCCN(C2=C(NS(=O)(=O)c3ccc(Br)cc3)C(=O)c3ccccc3C2=O)C1 (stereo not drawn)
    -17% | 4 | u | 2% | -38% | -9% | 25
